Anthrax LF prot = anthrax lethal factor protease inhibition | P15917 | multiplex microsphere protease cleavage assay, LF | inhibition, % at 10 µM | 360,000 compounds, 0.12% hits | AID 588501; also: plate controls were buffer without enzyme for full effect and enzyme alone for no effect
GDH-TPI inh = inhibits GDH-TPI coupling enzymes, artifact for Mtb FBA screen. GDH-TPI coupled enzyme counterscreen, NADH absorbance. inhibition, % at 4.8 µM. 360,000 compounds, 1.2% hits. AID 588335; in the data active = inhibition above about 30%;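 also: 0% = DMSO wells and 100% = wells lacking the enzyme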
PfHsp40 yeast = restores yeast growth despite PfHsp40 toxicity | S. cerevisiae expressing PfHsp40, growth rescue, ATP luminescence | growth rescue, % at 12.5 µM | 340,000 compounds, 0.68% hits | AID 504582; in the data active = growth rescue above about 28%, passing the limit was not always enough; inconclusive = no clear call, values can overlap the other calls;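 also: yeast W303a lacking pdr1 and pdr3 grown in galactose medium; growth measured after three days at 30 °C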
BoNT A protease = blocks Botulinum neurotoxin A light chain protease; inhibition, % at 10 µM; 360,000 compounds, 0.17% hits; multiplex microsphere protease substrate cleavage, flow cytometry; AID 588499; also: plate controls were buffer without enzyme for full effect and enzyme alone for no effect
FadD28 binding = M. tuberculosis FadD28 bisubstrate binding inhibition; inhibition, % at 12.5 µM; 360,000 compounds, 0.22% hits; FadD28 bisubstrate probe binding, fluorescence polarization; AID 588549; in the data active = inhibition above about 8.5%, passing the limit was not always enough; inconclusive = no clear call, values can overlap the other calls
FBA Mtb inh = inhibits M. tuberculosis FBA enzyme; P9WQA3; purified M. tuberculosis FBA, fluorescence read-out; inhibition, % at 1 µM; 360,000 compounds, 2.3% hits; in the data active = inhibition above about 27%;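 also: 0% = vehicle and 100% = reference inhibitor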
Target sequence (P9WQA3 whole entry, looked up): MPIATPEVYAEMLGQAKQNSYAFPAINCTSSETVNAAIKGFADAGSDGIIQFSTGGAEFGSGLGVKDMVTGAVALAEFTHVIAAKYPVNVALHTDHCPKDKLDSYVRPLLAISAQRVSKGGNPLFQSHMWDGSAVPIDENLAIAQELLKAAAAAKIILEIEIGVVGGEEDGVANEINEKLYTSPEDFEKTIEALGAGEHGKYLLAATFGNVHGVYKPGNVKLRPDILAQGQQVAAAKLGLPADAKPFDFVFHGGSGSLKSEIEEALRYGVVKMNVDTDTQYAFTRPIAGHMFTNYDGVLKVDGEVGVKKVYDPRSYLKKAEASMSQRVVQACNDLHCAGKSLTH
BoNT-F LC inh = inhibitors of Botulinum neurotoxin F light chain protease | inhibition, % at 10 µM | Multiplex microsphere protease cleavage assay, flow cytometry | 360,000 compounds, 0.22% hits; in the data active = inhibition above about 35%, passing the limit was not always enough; inconclusive = no clear call, values can overlap the other calls; also: plate controls were buffer without enzyme for full effect and enzyme alone for no effect
Mtb BioA inh = blocks M. tuberculosis BioA enzyme activity | purified M. tuberculosis BioA enzyme, plate reader | inhibition, % at 9.99 µM | 360,000 compounds, 0.096% hits | AID 602481; in the data active = inhibition above about 40%; inconclusive = no clear call, values can overlap the other calls
Mtb UGM inh = blocks M. tuberculosis UGM enzyme | P9WIQ1 | purified UGM, fluorescence polarization probe displacement | inhibition, % at 10 µM | 320,000 compounds, 0.06% hits; in the data active = inhibition above about 10%, passing the limit was not always enough; inconclusive = no clear call, values can overlap the other calls
Target sequence (P9WIQ1 whole entry, looked up): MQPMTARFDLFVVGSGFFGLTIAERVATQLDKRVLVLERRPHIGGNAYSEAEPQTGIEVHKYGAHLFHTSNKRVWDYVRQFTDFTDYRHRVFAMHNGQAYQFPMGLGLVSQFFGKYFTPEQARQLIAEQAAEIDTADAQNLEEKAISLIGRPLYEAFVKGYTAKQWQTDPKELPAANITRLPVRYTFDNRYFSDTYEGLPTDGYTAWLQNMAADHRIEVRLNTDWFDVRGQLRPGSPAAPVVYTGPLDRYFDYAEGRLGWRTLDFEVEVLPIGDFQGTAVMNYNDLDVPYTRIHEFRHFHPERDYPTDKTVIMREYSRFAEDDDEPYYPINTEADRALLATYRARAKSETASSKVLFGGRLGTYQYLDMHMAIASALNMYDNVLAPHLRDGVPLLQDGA
Numbers without * were called inactive; ? = inconclusive; / = no result given; & = joins results of further samples. Rule as the data show it, unless noted: active = inhibition above about 30%; inconclusive = no clear call, values can overlap the other calls; inactive = below that.

SMILES	Anthrax LF prot	GDH-TPI inh	PfHsp40 yeast	BoNT A protease	FadD28 binding	FBA Mtb inh	BoNT-F LC inh	Mtb BioA inh	Mtb UGM inh
Cc1cc(-c2nc3ncccc3o2)ccc1NC(=O)c1ccc([N+](=O)[O-])o1	-5	13	-1.3	-0.1	4.3	-4	-7	0.2	/
Cc1cc(NS(=O)(=O)c2ccc(Nc3nc(-c4sc(N)nc4C)cs3)cc2)no1	-2	20	2.2	-0.5	55*	2	-9	5.8	-0.6
Cc1cc2cc(CNC(=S)Nc3ccc(OC(F)(F)F)cc3)ccc2n1C	-82	4	-0.3	60*	-0.1	1	-106	0.8	0.1
O=C(CN1C(=O)NC2(CCCC2)C1=O)NNC(=O)c1ccc(Br)cc1	?	1	0.4	?	-1.3	-1	?	-1.5	-0.8
Cc1ccccc1-c1cccc([C@@H]2C[C@H]3[C@H](CON3C)CN2Cc2ccccc2)c1	-2	5	5.5	-0.7	-1.2	0	-3	-2.6	/
O=C(O)CNC(=O)CC1S/C(=N/N=C/c2ccccc2O)NC1=O (stereo unspecified)	0	27	-0.2	-1.3	-1.2	-1	-2	/	4.6
COc1ccc(C/C(C)=N/NC(=S)Nc2ccccc2F)cc1	-4	3	-1.6	-0.2	-4.4	1	1	/	-1.6
COc1ccc(C)cc1-n1nnnc1SC(C)C(=O)NC1CCCC1 (stereo unspecified)	2	0	0.8	-0.4	-3.0	-2	-6	0.0	-0.2
CC1(c2ccc(Cl)cc2Cl)OCC(Cn2cncn2)O1 (stereo unspecified)	-2	-4	-0.5	-0.2	-0.2	2	0	/	-0.8
Cc1ccc(S(=O)(=O)/C(C#N)=C/c2c(N3CCC(C(N)=O)CC3)nc3ccccn3c2=O)cc1	-33	9	0.2	1.7	-1.9	-1	-1	10	0.9
COc1ccc(CN(C)C2c3ccccc3-c3ccccc32)cc1	-1	-1	0.5	-0.7	-2.2	-2	-1	/	3.9
COc1ccc(NC(=O)CCCc2nc3ccccc3c(=O)[nH]2)cc1Cl	-8	4	0.4	0.9	0.0	-2	-20	-0.4	-0.1
CC(C(=O)c1ccc(Br)cc1)[n+]1cccc(NC(=O)c2ccccc2)c1 (stereo unspecified)	0	0	-0.2	0.0	-2.1	4	4	/	1.6
COC(=O)[C@H](Cc1ccccc1)NC(=O)c1cc(COc2c(F)cccc2F)on1	0	3	0.1	0.7	-1.9	2	3	-1.8	-1.1
Cc1noc(C)c1NC(=O)N(C)C[C@H]1OCc2cn(nn2)CCCC(=O)N([C@@H](C)CO)C[C@@H]1C	-5	-13	/	0.0	-3.0	-1	-1	-1.3&-2.6&0.1	/
COC(=O)c1sc(SC)c(S(=O)(=O)C(C)C)c1N/N=C(\C#N)S(=O)(=O)c1ccccn1	-4	16	0.0	-0.1	-1.4	2	-1	/	-0.2
COc1cccc(CNC(=O)c2cc(S(=O)(=O)N3CCCCC3)c[nH]2)c1	-6	-9	-0.4	-0.7	0.0	0	-7	3.8	3.2
Cc1cc(O)cc(=O)n1Cc1ccccc1	6	-6	-0.1	-0.7	-2.6	0	-8	/	0.8
Cc1ccc(NC(=S)NC2CCSc3ccccc32)cc1C (stereo unspecified)	-5	10	?	1.5	-0.1	2	4	-2.2	-2.4
CCCCn1c2ccccc2c2cc(CC(N)=O)ccc21	-14	3	2.9	?	-2.0	5	?	/	-4.4
CSc1nsc(SC)c1NC(=O)OCC1CCCO1 (stereo unspecified)	-2	-4	0.1	3.7	0.0	7	6	-0.3	-2.3
Cc1nn(C(=O)N(C)C)c(C)c1CN1C(=O)c2ccccc2C1=O	-12	20	-1.7	-1.5	-1.1	2	-23	-3.2	-1.5
CC(C)CN1C(=O)CC(Sc2ccccc2C(=O)O)C1=O (stereo unspecified)	-3	6	0.2	0.1	-0.5	2	-10	-0.4	-3.7
CC1=C(C#N)C2C(/C1=N/O)C2(C)C (stereo unspecified)	-4	-6	-0.8	-1.0	-2.2	-2	0	-2.8	1.4
O=C(COC(=O)/C=C/c1ccco1)NCCc1ccccc1	-4	-1	-0.2	-1.5	-0.9	2	-2	/	-2.0
CCOc1ccccc1N(CC(=O)NCC1CCCO1)C(=O)CNS(=O)(=O)c1ccccc1 (stereo unspecified)	3	5	3.7	-0.4	0.0	2	-2	/	-3.3
CC(=O)Nc1ccc(S(=O)(=O)N2CCC(NC(=O)c3ccco3)CC2)cc1	-1	-5	-0.7	0.7	-2.6	-3	4	0.7	1.5
CN1CCN(S(=O)(=O)c2cccc(C(=O)N(C)CC(=O)Nc3ccc(F)c(F)c3F)c2)CC1	-4	-15	0.8	-0.3	-1.4	-2	-4	/	3.0
COc1cccc(NC(=O)CN(C)C(=O)CSCc2nc3scc(-c4cccs4)c3c(=O)[nH]2)c1	-6	-4	1.9	-16	-5.3	1	?	0.1	3.2
O=c1c2c(-c3cccs3)csc2ncn1-n1cccc1	-1	-4	-1.3	-0.8	-2.9	2	-3	/	-0.1
CN(C)S(=O)(=O)c1ccc(Cl)c(NC(=O)COC(=O)CCC(=O)c2cccs2)c1	-7	-2	-1.3	0.9	-2.4	5	-1	1.5	-3.4
COCC(C)n1c(C)cc(C(=O)COC(=O)c2oc3ccccc3c2C)c1C (stereo unspecified)	-2	2	-0.5	-1.9	-1.0	-1	10	-0.8	1.8
COc1cc(/C=N/Nc2ccc(F)cc2F)cc(OC)c1O	-1	20	1.5	-0.5	-0.1	-1	1	/	-2.3
O=c1c2oc3ccccc3c2ncn1Cc1cccc(Cl)c1	-1	3	-0.1	-1.0	-1.9	3	2	-0.3	2.1
CC12CCC(C(=O)Nc3ccccc3)(C/C1=N\O)C2(C)C (stereo unspecified)	-1	16	-0.9	-1.4	-1.9	-3	-1	-2.8	3.0
CC(C)CCCC(C)NC(=O)c1cc(S(=O)(=O)N2CCCCC2)ccc1N1CCOCC1 (stereo unspecified)	7	-1	0.5	0.8	-1.7	-1	-7	0.3	/
CN(C)CCN(Cc1ccccc1)c1ccnc(N(C)C)c1C#N	-2	5	-0.3	-0.3	-1.7	6	-5	-0.5	-1.4
CSc1ccccc1COC(=O)Nc1ccccc1C	5	-1	4.0	0.5	0.3	1	-1	/	-3.3
Cc1cc(C(F)(F)F)nn1-c1nc(-c2ccco2)cc(C(F)(F)F)n1	0	19	0.5	-0.2	0.0	7	2	/	/
Cc1ccc(CNC(=O)COC(=O)c2cc3c(s2)CCC(C)C3)cc1 (stereo unspecified)	-4	0	0.0	0.0	1.1	1	-7	/	1.0
CC(C)OCCCNC1=C(Cl)C(=O)c2ccccc2C1=O	/	2	/	/	0.1	-4	/	0.9	2.3
Cc1nn(-c2ccccc2)c(Cl)c1C(=O)NCCCCNC(=O)c1c(C)nn(-c2ccccc2)c1Cl	1	10	2.2	0.3	-1.6	1	-4	0.1	0.0
O=C(Cn1cc(C(F)(F)F)ccc1=O)Nc1ccc2c(c1)OCCO2	-2	10	-0.1	0.7	-1.6	1	-2	-0.2	1.2
CCCc1nnc(NC(=O)CCC(=O)NC2CC2)s1	1	3	0.3	-1.3	-0.9	1	-3	-3.5	0.8
CCn1c(=O)n(CC)c2cc(S(=O)(=O)N3CCCCC3)c(C)cc21	-6	-1	-1.0	0.0	1.3	3	-4	1.9	2.9
COc1cccc(-c2ccc(NC(=O)C3CCCN(CCCn4cccn4)C3)cc2)c1 (stereo unspecified)	2	-3	1.9	-1.1	-2.7	-2	4	0.0	-0.2
CC(C)(C)c1nc(NC(=O)Nc2ccccc2)sc1Br	-4	-8	0.2	-0.1	-3.4	0	-4	/	2.6
O=c1[nH]c2c(c(=O)n1Cc1ccccc1)CCC2	-3	-7	-2.1	-0.5	-2.0	1	0	0.4	0.0
O=C(COC(=O)c1ccc(O)cc1)Nc1cccc(S(=O)(=O)NC2=NCCC2)c1	-17	-5	-2.3	0.5	-2.1	0	-4	0.0	1.8
CC1CCCCN1C(=S)NC(=O)c1ccco1 (stereo unspecified)	-1	0	-0.4	-0.6	-7.3	0	-14	0.1	0.4
O=C(COC(=O)C1CCCCC1)NCCc1ccccc1	-2	5	1.0	-0.5	1.6	3	-10	/	/
COC(=O)C1=CO[C@@H](C)[C@@H]2CN3CC[C@]4(C(=O)Nc5ccccc54)[C@@H]3C[C@H]12	-2	2	-0.4	0.7	-1.4	2	-4	0.4	-2.1
Cc1ccc(NCC(=O)Nc2c(C)n(C)n(-c3ccccc3)c2=O)cc1S(=O)(=O)N(C)C	-6	3	-0.3	0.3	-0.1	4	-6	-0.8	2.6
CCOC(=O)C1CCCN(C2CC(=O)N(c3cccc(C(F)(F)F)c3)C2=O)C1 (stereo unspecified)	-3	-11	44*	?	-4.5	1	-5	-1.4	3.6
Cc1onc(-c2ccccc2Cl)c1C(=O)Nc1ccc(Cl)cn1	-11	1	0.4	?	-4.8	0	?	/	-0.8
COc1ccc(-c2nc(CS(=O)CC(=O)NCc3ccc(Cl)cc3)c(C)o2)cc1 (stereo unspecified)	-3	16	0.0	0.0	-0.4	6	-2	0.0	-1.3
CC(=O)Nc1ccc(CN2C(=O)C(CCc3ccccc3)ON=C2c2cnccn2)cc1 (stereo unspecified)	-12	6	/	0.0	-7.5	-3	-4	-0.2	/
Fc1ccccc1N1CCN(Cc2cnc(Cl)s2)CC1	-2	-1	0.6	-0.5	-1.2	-1	-2	-1.4	-0.9
Cc1ccc(CNC(=O)CSc2c3c(nc4cc(Cl)ccc24)CCCC3)o1	7	7	1.4	2.1	-2.7	-1	-8	-0.2	0.4
CC1(C)CC(=O)C=C(C(=O)NC2CCCc3c2cnn3-c2cc(F)cc(F)c2)O1 (stereo unspecified)	2	10	-1.2	-2.3	-0.8	5	-5	0.4	0.0

Of the compounds above, 4 contain a cyano group.
SMILES	Anthrax LF prot	GDH-TPI inh	PfHsp40 yeast	BoNT A protease	FadD28 binding	FBA Mtb inh	BoNT-F LC inh	Mtb BioA inh	Mtb UGM inh
Cc1ccc(S(=O)(=O)/C(C#N)=C/c2c(N3CCC(C(N)=O)CC3)nc3ccccn3c2=O)cc1	-33	9	0.2	1.7	-1.9	-1	-1	10	0.9
COC(=O)c1sc(SC)c(S(=O)(=O)C(C)C)c1N/N=C(\C#N)S(=O)(=O)c1ccccn1	-4	16	0.0	-0.1	-1.4	2	-1	/	-0.2
CC1=C(C#N)C2C(/C1=N/O)C2(C)C (stereo unspecified)	-4	-6	-0.8	-1.0	-2.2	-2	0	-2.8	1.4
CN(C)CCN(Cc1ccccc1)c1ccnc(N(C)C)c1C#N	-2	5	-0.3	-0.3	-1.7	6	-5	-0.5	-1.4

New compounds follow
SMILES	Anthrax LF prot	GDH-TPI inh	PfHsp40 yeast	BoNT A protease	FadD28 binding	FBA Mtb inh	BoNT-F LC inh	Mtb BioA inh	Mtb UGM inh
Cc1ccc(S(=O)(=O)Nc2nc3ccccc3nc2NCc2ccco2)cc1C	-6	28	1.7	-0.4	-0.6	20	1	-0.2	0.6
CN1CC(C#N)C2(O)c3ccccc3CCC2C1 (stereo unspecified)	-6	-3	-0.6	-3.6	0.0	0	?	-2.3	-0.2
C[C@H](CO)N1C[C@H](C)[C@@H](CN(C)C(=O)Nc2ccc3c(c2)OCO3)Oc2c(NS(=O)(=O)c3ccc(F)cc3)cccc2C1=O	-6	2	0.8	-0.2	1.3	2	-8	-0.1	-2.0
CC(C)[C@H](NC(=O)c1ccc(Cl)c([N+](=O)[O-])c1)C(=O)NCc1ccc(F)cc1	-8	-2	-0.1	0.0	-0.3	1	-2	0.5	0.9
CC(C)C1CC(C(F)(F)F)n2nc(C(=O)O)cc2N1 (stereo unspecified)	-4	-9	-1.4	-1.0	-6.6	-3	1	/	-1.0
Cc1ccc(NCc2ccco2)cc1C	1	-1	-1.0	-0.5	-4.3	-2	-5	/	1.2
COc1ccc(S(=O)(=O)NNC(=O)C(=O)NNc2ccccn2)cc1	-2	24	-0.8	-2.3	-2.0	0	-5	-1.7	1.1
Cc1cccnc1NC1(C(F)(F)F)N=C2SCCN2C1=O (stereo unspecified)	1	-4	-1.1	0.1	-0.4	1	-3	-1.3	-2.1
